Screening results: PubChem BioAssay, several laboratories
KKLEB cytotox = cytotoxicity in KKLEB CF airway cells, primary screen, cytotoxicity control for CF NF-kB inhibitor project, cell-based, uHTS, fluorescence assay plates | activity change (cytotoxicity), % at 5 µM | actives 0.36% (n = 360,000) | KKLEB CF airway cells viability, ATPlite luminescence, overnight; stronger effect = lower value; cells stimulated with P. aeruginosa culture filtrate;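 active = corrected activity change at or below -50% at 5 µM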
NR2F2 inh = NR2F2 transcriptional activity inhibitors, primary screen, cell-based, luciferase reporter, HEK293T, luminescence; inhibition, % at 8.6 µM; AID 686940, 2013; HEK293T NGFI-A luciferase reporter; COUP transcription factor 2 (Homo sapiens), P24468; actives 0.7% (n = 370,000);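 active = inhibition above a per-plate cutoff, mean inhibition of test wells between control levels plus 3 SD, cut at about 38% in these data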;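 also: cells cotransfected with COUP-TFII expression vector driving the NGFI-A reporter; 0% = median of COUP-TF2 test wells and 100% = reporter-only cells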
LRH-1 inv ag = LRH-1 (NR5A2) inverse agonists, primary screen, cell-based, luminescence, HEK293T, StAR-luciferase reporter. Nuclear receptor subfamily 5 group A member 2 (Homo sapiens), O00482. LRH-1 transfected, 24 h. inhibition, % at 3.6 µM. actives 0.13% (n = 360,000). AID 602396, 2012;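 active = inhibition above the mean inhibition of all tested compounds plus 3 SD, cut at about 73% in these data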;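 also: 0% = DMSO wells and 100% = reporter-only cells lacking LRH-1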
Shn3 inh set2 = reduction of Shn3 3'UTR firefly luciferase signal, primary screen, Schnurri-3 inhibitor project, cell-based, Clone20 osteoblasts, set 2. AID 588674, 2011. actives 0.52% (n = 360,000). inhibition, % at 12.5 µM. Clone20 osteoblast Shn3 3'UTR firefly luciferase, 24 h;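 active = mean inhibition of at least 75% with every replicate also reaching 75%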;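 also: 0% = median of neutral control wells and 100% = pilot-screen positive control compound; some compounds past the cut are filed as inactive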
LMP1 NFkB inh = EBV LMP1-driven NF-kappaB luciferase reporter inhibitors, primary screen, cell-based, luminescence, single point | AID 504558, 2011 | inhibition, % at 12.5 µM | LMP1-induced NF-kappaB luciferase reporter cells | actives 0.69% (n = 350,000); in the data active = inhibition above about 41%;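 also: 0% = neutral control wells and 100% = reference inhibitor control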
TWEAK Fn14 block = inhibitors of TWEAK-Fn14 signaling, primary screen, luciferase reporter cells, uHTS. inhibition, % at 10 µM. TWEAK-stimulated Fn14 reporter cells, luciferase luminescence, 8 h. actives 2% (n = 360,000); in the data active = inhibition above about 50%
TROY signal inh = inhibitors of TROY-driven NF-kB signaling, primary screen, Q293 LMP1-TROYcd cells, NF-kB luciferase, uHTS | inhibition, % at 10 µM | Q293 LMP1-TROYcd NF-kB luciferase reporter, 4 h | actives 0.98% (n = 360,000);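 active = compounds whose plate-normalised and pattern-corrected inhibition of the luciferase reporter signal at the single screening dose is 50% or more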
C8 TRAIL sens = viability loss with TRAIL in NB7+C8 cells, primary screen, TRAIL sensitizer project, cell-based, ATPlite luminescence; actives 1% (n = 360,000); AID 624354, 2012; inhibition (viability loss, TRAIL sensitization), % at 10 µM;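 active = compounds causing at least 50% loss of cell viability in the single-dose screen, relative to plate controls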
CF NFkB inh = inhibitors of PAF-induced NF-kB signaling, primary screen, cell-based, GFP fluorescence, uHTS; KKLEB NF-kB-GFP reporter, GFP fluorescence overnight; inhibition, % at 5 µM; actives 0.86% (n = 360,000); AID 588850, 2011;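 active = at least 50% inhibition at 5 µM, scaled per plate between neutral and stimulator controls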;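 also: PAF is a Pseudomonas aeruginosa culture filtrate used as stimulus; plate controls were PAF-stimulated DMSO wells for no effect and unstimulated DMSO wells for full effect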
SRC3 inh = SRC3 coactivator transcriptional activity inhibitors, primary screen, cell-based, luminescence. Nuclear receptor coactivator 3 (Homo sapiens), Q9Y6Q9. HEK293 GAL4-SRC3 luciferase reporter. inhibition, % at 3.6 µM. actives 0.17% (n = 360,000). AID 588352, 2011;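 active = inhibition above a per-campaign cutoff, the mean of all compounds plus 3 SD, cut at about 60% in these data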;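 also: 0% = DMSO-treated cells and 100% = gossypol-treated cells at 36 µM; higher means less SRC3-driven luciferase light from the GAL4 reporter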
Target sequence (Q9Y6Q9 whole entry, looked up, the tested form may be a part): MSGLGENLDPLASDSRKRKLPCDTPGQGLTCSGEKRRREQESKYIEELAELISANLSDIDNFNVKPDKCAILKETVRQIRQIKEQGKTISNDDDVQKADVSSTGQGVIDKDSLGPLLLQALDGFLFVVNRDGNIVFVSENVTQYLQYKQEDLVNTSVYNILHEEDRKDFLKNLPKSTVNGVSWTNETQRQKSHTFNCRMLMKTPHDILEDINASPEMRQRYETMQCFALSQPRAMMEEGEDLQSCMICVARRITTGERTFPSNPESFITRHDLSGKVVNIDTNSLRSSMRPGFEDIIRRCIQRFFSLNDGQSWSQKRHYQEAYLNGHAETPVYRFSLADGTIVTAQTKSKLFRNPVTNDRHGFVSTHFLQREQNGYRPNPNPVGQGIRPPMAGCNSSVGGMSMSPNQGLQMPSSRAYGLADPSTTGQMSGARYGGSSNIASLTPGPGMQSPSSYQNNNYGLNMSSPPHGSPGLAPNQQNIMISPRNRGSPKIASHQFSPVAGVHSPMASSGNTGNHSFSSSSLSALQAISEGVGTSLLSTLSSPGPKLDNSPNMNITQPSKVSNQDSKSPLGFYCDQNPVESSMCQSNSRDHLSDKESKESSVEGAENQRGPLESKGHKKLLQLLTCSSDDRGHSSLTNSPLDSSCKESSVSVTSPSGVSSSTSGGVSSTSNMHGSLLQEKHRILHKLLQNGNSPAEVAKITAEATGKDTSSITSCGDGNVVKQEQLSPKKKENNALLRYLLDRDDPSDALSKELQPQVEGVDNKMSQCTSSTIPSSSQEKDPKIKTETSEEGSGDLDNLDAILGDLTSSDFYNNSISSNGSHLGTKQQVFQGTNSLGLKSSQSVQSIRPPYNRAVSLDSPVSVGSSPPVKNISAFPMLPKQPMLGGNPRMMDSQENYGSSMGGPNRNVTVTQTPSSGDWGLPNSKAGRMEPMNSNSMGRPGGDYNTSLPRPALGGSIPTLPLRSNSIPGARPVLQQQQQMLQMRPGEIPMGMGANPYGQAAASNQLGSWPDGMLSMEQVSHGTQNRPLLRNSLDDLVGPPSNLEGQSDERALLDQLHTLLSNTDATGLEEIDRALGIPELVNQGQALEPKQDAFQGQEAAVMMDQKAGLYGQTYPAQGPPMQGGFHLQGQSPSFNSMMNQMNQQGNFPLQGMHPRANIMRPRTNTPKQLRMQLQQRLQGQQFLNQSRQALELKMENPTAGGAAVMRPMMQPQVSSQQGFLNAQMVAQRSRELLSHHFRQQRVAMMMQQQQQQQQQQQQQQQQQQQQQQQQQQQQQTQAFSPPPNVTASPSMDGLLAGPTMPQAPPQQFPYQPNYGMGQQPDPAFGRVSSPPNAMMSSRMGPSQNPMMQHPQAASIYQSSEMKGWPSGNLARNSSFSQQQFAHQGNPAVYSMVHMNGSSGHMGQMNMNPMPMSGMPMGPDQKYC
SRC1 inh = SRC1 coactivator transcriptional activity inhibitors, primary screen, cell-based, luminescence; HEK293 GAL4-SRC1 luciferase reporter; actives 0.12% (n = 360,000); inhibition, % at 3.6 µM; Nuclear receptor coactivator 1 (Homo sapiens), Q15788;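 active = inhibition above the campaign mean plus 3 SD, with each screening campaign given its own cutoff, cut at about 60% in these data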;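 also: 0% = DMSO treated cells and 100% = gossypol at 36 µM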
An asterisk follows results filed as active; . = no result given. Only part of the results is shown; count on the stated rates, not on these rows.

Structure	KKLEB cytotox	NR2F2 inh	LRH-1 inv ag	Shn3 inh set2	LMP1 NFkB inh	TWEAK Fn14 block	TROY signal inh	C8 TRAIL sens	CF NFkB inh	SRC3 inh	SRC1 inh
Cc1ccc(C)c(N(C(=O)CNC(=O)c2ccco2)C(C(=O)NC2CCCCC2)c2cccnc2)c1 (stereo unspecified)	15	2	-6	0	-15	25	5	6	-14	-3	15
N#CC1=C(N)N(c2ccccc2C#N)C2=C(C(=O)CCC2)C1c1ccsc1 (stereo unspecified)	-1	-12	-7	2	-16	2	9	-8	5	-1	-5
CC(=O)N/C(=C\c1ccccc1Cl)C(=O)O	5	2	7	.	2	-33	-8	-4	-6	-16	-2
O=C(/C=C/c1ccccc1)Nc1cc(S(=O)(=O)N2CCOCC2)ccc1N1CCOCC1	-9	-9	4	-13	4	-5	9	-5	-27	12	-22
COc1cccc(CNS(=O)(=O)c2cn(C)cn2)c1	10	4	7	-12	-3	-5	5	4	-13	6	21
COc1cccc(NC(=O)N2CCC(NC(=O)c3ccco3)CC2)c1	2	-1	3	8	3	3	-13	2	-5	-3	-4
CCC(=O)NC(=S)NNC(=O)c1ccc([N+](=O)[O-])cc1	2	-8	6	-9	0	-3	-4	16	-2	14	-11
CCCCN(CC(=O)Nc1c(C)cccc1CC)C(=O)SCC	-13	.	11	17	11	-9	4	0	13	9	-22
CC(C)(C)C1CCC(OC(=O)CN2CCOCC2)CC1 (stereo unspecified)	2	-17	0	-30	-14	-14	11	9	-33	-11	-18
COc1ccc(C(=O)OCC(=O)NC2CCCC2)cc1OC	2	-1	5	-18	0	19	16	6	-5	13	-12
COc1cccc(-c2nc(CS(=O)CC(=O)NCc3ccccc3)c(C)o2)c1 (stereo unspecified)	-2	4	-13	-33	-7	20	-1	18	4	-11	-9
COc1ccc(/C=C2\SC(c3ccc(C)cc3)=NC2=O)cc1OC	8	12	-14	-15	-11	-54	2	-28	-7	5	-5

(list continues)
Structure	KKLEB cytotox	NR2F2 inh	LRH-1 inv ag	Shn3 inh set2	LMP1 NFkB inh	TWEAK Fn14 block	TROY signal inh	C8 TRAIL sens	CF NFkB inh	SRC3 inh	SRC1 inh
CC1CCC(O)(C(C(=O)O)c2ccccc2)CC1 (stereo unspecified)	7	-9	11	-2	5	20	-1	-2	-15	-8	-4
NC(=O)C1CC(O)CN1c1nc(CN2CCOCC2)nc2scc(-c3ccccc3)c12 (stereo unspecified)	4	11	-7	-14	7	1	-10	-8	6	-9	-2
Cc1ccc(Cl)cc1-c1cc(C(=O)NCc2cccc(Cl)c2)[nH]n1	-6	10	-33	6	.	-23	47	2	8	-3	2
CN(C)C(=S)SCCn1c(N)nc(N(C)C)nc1=O	-5	8	-3	-4	-3	-8	-14	-8	-7	8	4
CCN(CC)CCn1c(=S)[nH]c2ccc(Br)cc2c1=O	-3	11	0	-17	-4	-10	0	7	-2	15	5
CCCCOc1ccc(C(O)C(CN2CCCCC2)c2ccccc2)cc1 (stereo unspecified)	-6	-3	6	36	4	-24	-8	3	15	14	-10
CCCOc1ccccc1N1C(=O)CC(N(O)c2ccccc2)C1=O (stereo unspecified)	5	2	11	4	-6	11	-13	-3	-1	9	-12
CCOC(=O)CCC(NC(=O)c1cncc(O)c1)C(=O)OCC (stereo unspecified)	-8	-3	11	-4	0	5	-20	10	10	6	-12
CCOc1ccc(NC(=O)c2nnn(CC(=O)Nc3ccccc3OCC)c2N)cc1	-1	-21	-4	-6	0	0	-4	17	2	-11	-15
Cc1c(O)c2cccnc2[nH]c1=O	-7	-7	-3	11	6	0	-5	-13	16	5	1
NC(=O)c1nsc(C(=O)N(Cc2cccnc2)C(C(=O)NCc2ccc(F)cc2)c2ccc(F)cc2)c1N (stereo unspecified)	5	-15	-2	-5	-7	1	9	6	4	-13	5
Cc1ccccc1N(C(=O)c1cccs1)c1nc2ccccc2s1	8	13	-18	-11	-13	28	-36	10	-4	10	-14

Continuation:
Structure	KKLEB cytotox	NR2F2 inh	LRH-1 inv ag	Shn3 inh set2	LMP1 NFkB inh	TWEAK Fn14 block	TROY signal inh	C8 TRAIL sens	CF NFkB inh	SRC3 inh	SRC1 inh
O=C(Nc1ccc(Oc2ccccc2)nc1)C1CCCCN1Cc1ccc(O)cc1 (stereo unspecified)	4	-18	-12	-5	-3	-14	-10	2	-46	-35	-24
CCOC(=O)c1sc(NC(=O)C(OC(C)=O)c2ccccc2)nc1C (stereo unspecified)	14	-14	-35	-26	-9	18	-19	-2	-49	-13	-13
CCc1ccc(-n2c(=O)c3c(C)c(C(=O)N(C)C)sc3n(CC(=O)NCC3CCCO3)c2=O)cc1 (stereo unspecified)	6	-9	8	3	-24	4	-7	-3	8	22	-19
COc1ccc(NC(=O)c2sc(=O)n(Cc3cccc(C(F)(F)F)c3)c2C)cc1OC	-3	19	55	15	.	-9	17	3	-2	39	41
O=C(NCc1ccco1)c1cccc(S(=O)(=O)N2CCN(Cc3ccccc3)CC2)c1	0	0	-2	9	-2	16	4	12	23	-22	1
O=C(NCC1CCCO1)c1cc2c(s1)CCCC2 (stereo unspecified)	14	-71	-91	-98	-4	-16	-45	7	-4	-65	-88
Cc1nc2ccc([N+](=O)[O-])cc2s1	-1	-17	-7	-4	6	4	-13	-11	3	0	-51
CCCCOc1ccc(CNC(=O)NS(=O)(=O)c2ccc(OCC(C)C)cc2)cc1	4	17	11	-9	3	-1	14	-13	-31	13	2
COc1ccc(CN2C(=O)C(C)Nc3ncnc(N4CCOCC4)c32)cc1 (stereo unspecified)	-4	-2	11	16	3	1	4	3	12	8	-5
CC1CC(=O)N(CC(=O)Nc2ccc3c(c2)OCCO3)c2ccccc2S1 (stereo unspecified)	6	9	9	13	13	16	2	-1	-8	-1	-1
O=C(O)CN1C(=O)/C(=C/c2cccc(Cl)c2)Oc2ccccc21	3	-13	-11	-12	-10	34	-6	15	-15	-27	-15
Cc1cc(C)c(S(=O)(=O)Nc2ccc(O)cc2)c(C)c1	5	5	4	16	3	6	2	11	-6	9	1

New compounds follow
Structure	KKLEB cytotox	NR2F2 inh	LRH-1 inv ag	Shn3 inh set2	LMP1 NFkB inh	TWEAK Fn14 block	TROY signal inh	C8 TRAIL sens	CF NFkB inh	SRC3 inh	SRC1 inh
CC(C)CC1(C(=O)NCCc2c[nH]c3ccccc23)C=CCN1C(=O)c1ccccc1 (stereo unspecified)	-3	-12	-3	-15	5	-14	-7	16	0	-7	-5
O=C(NCCCN1CCOCC1)c1cc(S(=O)(=O)N2CCOCC2)c(Cl)cc1Cl	14	9	-6	-1	0	15	8	3	-6	-1	-3
COc1cccc(CNC(=O)c2cccc(NC(=O)CC3SC(N4CCCCC4)=NC3=O)c2)c1 (stereo unspecified)	1	7	-1	-11	3	7	5	-13	13	-6	8
CC(=O)Nc1ccc(C(=O)NNC(=O)C2C3CCCCC32)cc1 (stereo unspecified)	-10	-19	0	-2	3	-10	-15	-32	39	-15	-15
CSCCC(NC(=O)c1ccccc1Cl)C(=O)NCCOc1ccccc1 (stereo unspecified)	10	-7	9	8	-2	-11	-24	3	-8	18	-14
CCc1ccc(NC(=O)c2ccccc2Br)cc1	1	-42	-139	-19	-40	-20	-23	5	-18	-92	-77
CCN(CC)S(=O)(=O)c1ccc(NC(=O)c2ccc(N(C)S(C)(=O)=O)cc2)cc1	16	68*	36	23	13	50*	26	20	-3	27	8
Cc1ccccc1NC(=O)COC(=O)COc1ccc2ccc(=O)oc2c1	-16	-5	12	14	4	6	7	-5	5	4	-21
Cc1ccc(Sc2ncccc2C(=O)NC2CCCCCC2)cc1C	-4	-15	6	9	9	-18	-18	-7	22	14	2
FC(F)(F)c1cc(Cl)c2nc(-c3ccccc3)c(Cc3ccccc3)n2c1	-3	19	-1	-23	.	16	13	25	-1	-4	-7
O=C(c1cccc(Cl)c1)C1CCCN(Cc2ccc(N3CCNC3=O)cc2)C1 (stereo unspecified)	15	5	1	7	6	10	-2	-6	-13	4	-7
COCCn1c(SCC(=O)N(C)C2CCS(=O)(=O)C2)nc2ccccc2c1=O (stereo unspecified)	-7	21	18	-8	3	-11	-2	0	17	5	-8

Not a retest: an excerpt of the list.
Structure	KKLEB cytotox	NR2F2 inh	LRH-1 inv ag	Shn3 inh set2	LMP1 NFkB inh	TWEAK Fn14 block	TROY signal inh	C8 TRAIL sens	CF NFkB inh	SRC3 inh	SRC1 inh
CC(=O)Nc1ccc(C(=O)NNC(=O)C2C3CCCCC32)cc1 (stereo unspecified)	-10	-19	0	-2	3	-10	-15	-32	39	-15	-15
CSCCC(NC(=O)c1ccccc1Cl)C(=O)NCCOc1ccccc1 (stereo unspecified)	10	-7	9	8	-2	-11	-24	3	-8	18	-14

(listing goes on)
Structure	KKLEB cytotox	NR2F2 inh	LRH-1 inv ag	Shn3 inh set2	LMP1 NFkB inh	TWEAK Fn14 block	TROY signal inh	C8 TRAIL sens	CF NFkB inh	SRC3 inh	SRC1 inh
CC1(C)C(=O)Nc2ccccc2N1C(=O)COc1ccccc1C#N	0	18	2	-16	-3	3	9	-17	11	1	7
CN(C)C(=O)/C(C#N)=C\c1cc(Br)c(Sc2ccc(Cl)cc2)o1	-22	.	-10	-3	18	88*	31	4	31	25	6
C/C(N)=C(/C#N)C(=O)CSc1cc(C)c2ccccc2n1	12	7	13	-17	-11	2	-8	-2	-12	8	7
Nn1c(SCC(=O)N2CCCc3ccccc32)nnc1-c1ccc(Cl)cc1	1	-6	10	21	-2	8	-8	0	-14	24	-3
